Bioassay records deposited in PubChem by The Scripps Research Institute Molecular Screening Center.
EBNA-1 inh: blocks EBNA-1 binding to DNA | EBNA-1 DNA binding, fluorescence polarization | inhibition, % at 14.8 µM | 0.34% of 300,000 active | AID 1950; in the data active = inhibition above about 28%
PAFAH2 FP inh: PAFAH2 (human) inhibition; Q99487; recombinant PAFAH2, FP-rhodamine activity probe, fluorescence polarization; inhibition, % at 3.39 µM; 0.99% of 340,000 active;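 active = inhibition above the mean over all tested compounds plus 3 SD, cut at about 30% in these data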;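 also: inhibitors block probe labeling of enzyme so polarization drops; 0% = enzyme with DMSO and 100% = wells lacking PAFAH2 protein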
GSTO1 inh: counter-screen for RBBP9 inhibitors: inhibitors of human GSTO1; inhibition, % at 5.96 µM; P78417; 1.1% of 300,000 active; recombinant GSTO1, activity-based probe fluorescence polarization; AID 1974;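 active = inhibition above the campaign mean inhibition plus 3 SD, cut at about 35% in these data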;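 also: 0% = GSTO1-1 with DMSO and 100% = wells lacking GSTO1-1 enzyme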
Target sequence (P78417 whole entry, looked up): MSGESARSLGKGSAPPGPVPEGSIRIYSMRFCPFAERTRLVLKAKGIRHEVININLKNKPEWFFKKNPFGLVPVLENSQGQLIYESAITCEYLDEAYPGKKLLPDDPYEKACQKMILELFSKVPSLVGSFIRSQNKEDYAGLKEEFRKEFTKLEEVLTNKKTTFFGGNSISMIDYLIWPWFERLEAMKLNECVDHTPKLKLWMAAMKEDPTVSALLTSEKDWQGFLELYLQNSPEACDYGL
PREPL inhibitor: inhibits the human prolyl oligopeptidase-like enzyme | 0.68% of 320,000 active | inhibition, % at 5.96 µM | recombinant PREPL, fluorescence polarization activity-based probe; in the data active = inhibition above about 43%;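 also: 0% = enzyme with DMSO and 100% = wells lacking enzyme; many of its hits are not listed in these tables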
PAD4 FP inh: inhibitors of human PAD4. inhibition, % at 6.36 µM. 0.41% of 330,000 active. AID 485272. Q9UM07. recombinant PAD4, RCA probe fluorescence polarization;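 active = percent inhibition above a cutoff equal to the mean of all tested compounds plus 3 SD, cut at about 15% in these data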;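 also: 0% = PAD4 with RCA probe and DMSO and 100% = probe without PAD4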
LYPLA2 counter: blocks human lysophospholipase 2, a PME1 counter-screen | O95372 | recombinant LYPLA2, FP-Rh probe fluorescence polarization | inhibition, % at 5.9 µM | 0.38% of 320,000 active | AID 2177;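 active = inhibition above the screen-wide mean plus 3 SD, limit set per campaign, cut at about 26% in these data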;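 also: 0% = LYPLA2 with DMSO and 100% = wells lacking LYPLA2 enzyme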
Target sequence (O95372 whole entry, looked up): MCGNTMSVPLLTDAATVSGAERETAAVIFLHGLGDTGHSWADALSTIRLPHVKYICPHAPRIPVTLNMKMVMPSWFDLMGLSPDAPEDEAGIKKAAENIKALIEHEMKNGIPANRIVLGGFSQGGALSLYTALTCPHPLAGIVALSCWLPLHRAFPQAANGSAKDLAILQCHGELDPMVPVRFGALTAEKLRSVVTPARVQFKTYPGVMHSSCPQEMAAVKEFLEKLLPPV
PAFAH1B3 FP inh: PAFAH1B3 (human) inhibition. AID 492972. inhibition, % at 3.39 µM. recombinant PAFAH1B3, FP-rhodamine probe, fluorescence polarization. 0.28% of 340,000 active;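 active = inhibition above the screen-wide average of all tested compounds plus 3 SD, cut at about 25% in these data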;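 also: 0% = enzyme with DMSO only and 100% = wells lacking PAFAH1B3 protein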
Target sequence (Q15102 whole entry, looked up): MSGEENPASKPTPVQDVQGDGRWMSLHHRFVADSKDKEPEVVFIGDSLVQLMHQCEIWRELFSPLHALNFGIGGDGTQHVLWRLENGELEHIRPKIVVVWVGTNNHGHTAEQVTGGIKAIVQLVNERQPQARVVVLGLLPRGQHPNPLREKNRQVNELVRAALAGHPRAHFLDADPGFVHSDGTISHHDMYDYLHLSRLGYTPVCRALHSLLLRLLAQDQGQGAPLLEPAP
ZTA counter: blocks Epstein-Barr virus ZTA, an EBNA-1 counter-screen; P03206; ZTA-DNA binding, fluorescence polarization; inhibition, % at 11 µM; 0.15% of 320,000 active; in the data active = inhibition above about 33%
LYPLA1 inh: blocks human lysophospholipase 1, a PME1 counter-screen; AID 2174; recombinant LYPLA1, FP-Rh probe fluorescence polarization; inhibition, % at 5.9 µM; 0.16% of 320,000 active; O75608;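 active = inhibition above the mean of all tested compounds plus 3 SD, set per campaign, cut at about 14% in these data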;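 also: inhibitors block serine hydrolase probe labeling of LYPLA1 so polarization falls; 0% = enzyme with DMSO and 100% = wells lacking LYPLA1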
Target sequence (O75608 whole entry, looked up): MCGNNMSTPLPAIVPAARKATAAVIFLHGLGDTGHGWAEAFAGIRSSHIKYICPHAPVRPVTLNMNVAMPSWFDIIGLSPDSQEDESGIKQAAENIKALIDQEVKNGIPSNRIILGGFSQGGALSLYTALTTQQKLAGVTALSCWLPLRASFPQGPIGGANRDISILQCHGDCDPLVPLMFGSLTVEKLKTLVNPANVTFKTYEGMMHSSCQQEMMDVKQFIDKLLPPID
* = called active by the depositor; / = not tested or not shown. A portion of the library; rates above refer to the full screens.

Every second line gives: EBNA-1 inh, PAFAH2 FP inh, GSTO1 inh, PREPL inhibitor, PAD4 FP inh, LYPLA2 counter, PAFAH1B3 FP inh, ZTA counter, LYPLA1 inh
CCOc1ccc(-c2noc(-c3cccnc3)n2)cc1OCC
    -10.3, /, 7.5, 4.3, 3.1, 6.1, /, -18.5, -0.1
COc1cc(C2C(C#N)=C(N)Oc3c2ccc2ccccc32)ccc1OCC(=O)Nc1cccc(C)c1 (stereo not drawn)
    -1.5, -38.6, -13.2, 33.6, -5.6, -30.0, -18.4, 5.4, -19.6
COC(=O)c1cn(C(=O)c2ccc(F)cc2)c2ccccc12
    -6.0, 13.9, -2.0, 0.0, 0.6, 1.7, 10.8, -4.9, 0.5
CC(=O)OCCN(CCCn1c(-c2ccncc2)nc2ccccc21)c1nc(CN2CCCCC2)cs1
    8.2, 4.1, 2.2, 27.9, 0.6, 8.0, -0.5, 4.3, 0.5
COc1ccc(Cl)cc1NC(=O)N1CCN(c2ccccc2OC)CC1
    0.9, -4.6, 2.4, 21.3, 1.7, 5.7, -2.5, -15.3, 2.9
COc1ccccc1N1CCN(C(=O)C(=O)c2c(C)n(C)c3ccccc23)CC1
    3.8, 3.1, 3.2, -2.1, 3.6, -4.4, 5.0, -2.8, -1.2
O=C(O)CN1C(=O)NC2(CCOc3ccccc32)C1=O (stereo not drawn)
    -0.4, -27.9, -3.0, -14.7, -0.3, -1.4, 3.5, -13.9, 1.3
COc1ccc(NC(=O)C2COc3ccccc3O2)cc1S(=O)(=O)N1CCOCC1 (stereo not drawn)
    /, 0.5, /, 8.8, 3.5, -2.6, 3.6, -8.1, 0.9
CCC(=O)c1ccc(OCC(O)CN(CCc2ccccc2)Cc2ccccc2)cc1 (stereo not drawn)
    -10.0, 2.5, -1.7, -5.7, -4.2, -22.4, 10.2, -0.8, -3.4
CCOC(=O)C(=CNc1ccc2c(c1)CCN2C(C)=O)C(=O)OCC
    7.1, 7.2, 0.3, 8.2, -3.3, 3.2, 0.8, 7.4, 0.0
O=c1[nH]nc(SCCS(=O)(=O)c2ccc(F)cc2)n1-c1ccccc1C(F)(F)F
    -1.5, 3.5, 6.2, -4.7, 0.6, 12.3, 4.3, 2.0, 4.5
COC(=O)c1ccc(N2C(=O)CC(NCc3ccccc3)C2=O)cc1 (stereo not drawn)
    8.0, 13.4, 2.8, 10.6, 7.4, 3.0, 2.9, -10.2, 3.7
NC(=O)CC(NC(=O)Cc1cccc2ccccc12)c1ccc(N2CCN(c3ccccc3)CC2)c([N+](=O)[O-])c1 (stereo not drawn)
    2.8, -17.9, 10.1, 20.2, -4.2, 1.5, 2.8, -2.1, -3.1
Cc1c(C(=O)OC2CCCCC2)sc2nc[nH]c(=O)c12
    0.9, -4.4, 1.3, -0.6, -1.1, 8.4, -2.9, 2.9, -5.0
O=C(CSc1ccccc1C(=O)N1CCCCC1)NCC1CCCCC1
    13.2, 8.7, 1.9, 7.6, -3.4, 5.0, 5.9, 6.2, 1.8
CCC(C)(C)NC(=O)Nc1cc(Cl)ccc1OC
    -4.7, -0.4, -6.7, 7.2, -9.1, -0.7, -3.7, 11.0, 3.0
CCOC1CS(=O)(=O)CC1OCC (stereo not drawn)
    3.8, -16.9, 9.6, 0.9, -4.4, -0.3, 0.7, -2.2, -0.6
Cc1cccc(-n2c(N)cc(=O)[nH]c2=S)c1
    1.6, -4.5, -2.9, 4.8, 2.7, 4.5, 5.8, 9.1, 4.5
Cc1ccc(OCC(=O)OC(C)CN2CCCCC2)cc1 (stereo not drawn)
    2.9, 2.4, 3.8, 2.6, -1.5, -5.8, 12.0, 12.0, -4.4
Cc1cc(-n2c(C)cc(C(=O)CSc3nnc4sc5ccccc5n34)c2C)no1
    -1.5, 3.3, 6.4, 7.4, -3.5, -3.6, -3.3, -6.1, -3.0
O=c1c2c(-c3ccco3)csc2nc(SCc2cn3cccnc3n2)n1-c1ccccc1
    -0.4, 1.3, -4.5, 28.4, -12.2, -12.0, -1.0, 11.9, -12.0
O=C(NCC1CCCO1)c1ccc2c(=O)n(Cc3ccco3)c(SCC(=O)N3CCCC3)nc2c1 (stereo not drawn)
    6.0, 3.2, -3.2, 1.7, -3.1, -2.8, 1.8, -5.8, -0.3
COc1ccc([C@H]2CC(=O)C=C(c3cccc(OC)c3OC)C2)cc1OC
    /, -6.0, /, 2.1, -2.6, 8.5, 3.3, -14.1, 1.7
COc1ccc(C(=O)N/N=C/c2ccc(N3CCOCC3)s2)cc1OC
    /, 7.9, /, 4.4, 0.5, -4.4, 3.6, 2.7, 0.3
CC(C)c1ccc(NC(=O)COC(=O)C2CC3C=CC2C3)cc1 (stereo not drawn)
    /, 44.3*, /, 0.6, -3.7, /, -0.7, /, /
O=C(c1cccs1)N1CCCC(c2nc3c(nnn3Cc3c(Cl)cccc3Cl)c(=O)[nH]2)C1 (stereo not drawn)
    -10.4, 10.0, -5.3, 1.1, 2.4, -3.7, 5.9, -2.7, -3.1
CCCCSC1=C(C#N)C(c2ccccc2C)C(C(=O)OCC)C(=O)N1 (stereo not drawn)
    1.1, 2.8, 3.6, 2.7, -0.7, 4.0, 6.2, 2.6, -0.4
Cc1cccc(NC(=O)C(=O)NCc2ccccn2)c1
    15.8, -5.9, -2.8, -5.3, -1.8, 1.2, -4.4, 3.0, 2.3
Cc1cccc(N2CCN(S(=O)(=O)c3ccc4c(c3)CCC(=O)N4)CC2C)c1 (stereo not drawn)
    6.3, -3.1, 1.1, 11.4, -3.9, -5.9, 3.2, 6.0, 1.2
CC(C)NCC(O)Cn1c2c(c3ccccc31)CCc1c-2cnn1-c1ccccc1 (stereo not drawn)
    -22.7, 3.4, -6.0, 65.8*, -7.1, -0.4, 8.7, 5.7, 0.2
CC(C)(C)c1ccc(OCC(=O)Nc2ccc(-c3nc4cccnc4o3)cc2)cc1
    -10.4, -10.4, 0.8, -5.0, -0.2, -11.5, -6.2, -9.0, -1.8
O=C(c1ccc2c(c1)OCO2)C1CCCN(C(=O)C2CCOCC2)C1 (stereo not drawn)
    -3.1, -5.0, 0.7, 13.9, 2.9, 5.0, 8.8, -13.2, 5.6
COc1ccccc1C(=O)NCCC(=O)N(C)CC(=O)Nc1ccc(N2CCOCC2)cc1
    -6.5, 1.2, 6.8, 2.7, -0.8, -0.6, 4.6, -26.7, -1.8
c1ccc(-c2ccccc2OCCOCCN2CCNCC2)cc1
    8.2, -2.6, 2.2, 19.3, -1.7, 2.7, -2.4, 14.9, 2.1
COc1ccc(NC(=O)Nc2cccc3ccccc23)cc1S(N)(=O)=O
    -2.2, -12.6, 6.2, 15.4, -3.8, -3.8, 14.0, -11.4, -4.5
Cc1cc(C)cc(NC(=O)CC23CC4CC(C2)CC(n2nnc(C)n2)(C4)C3)c1
    5.5, -5.7, -6.6, 5.2, -0.8, 5.1, 11.3, 3.9, -2.1
CC(OC(=O)c1ccc2c(=O)n3c(nc2c1)CCCCC3)C(=O)Nc1ncc(Cl)cc1Cl (stereo not drawn)
    0.8, 9.8, 0.2, 2.2, 0.1, -2.0, -0.3, 2.3, -0.3
CNC(=O)Nc1cc(C)nn1C
    -0.6, -2.4, 2.5, 7.1, -11.5, -0.5, 5.8, -11.1, 1.8
Cc1ccccc1Nc1nc(-c2cccnc2)cs1
    1.3, 6.7, 3.4, 7.7, -2.3, 0.0, 3.8, -0.3, -0.8
O=C(CSc1ncccc1-c1nc2ccccc2[nH]1)Nc1ccc2c(c1)OCCO2
    3.9, -8.8, -2.5, 0.2, -6.9, -9.8, 3.0, -15.1, -10.8
Cc1cc(C)nc(N2CCCC(C(=O)NCc3ccccc3)C2)n1 (stereo not drawn)
    7.3, -8.6, 2.8, 5.4, -4.8, 7.7, -3.3, -9.9, 5.9
CCc1nn(CC(=O)N2CC(C)CC(C)C2)c(=O)c2cccn12 (stereo not drawn)
    9.7, -4.4, -1.7, 1.4, 0.0, 12.9, 5.5, -6.1, -6.4
CN1C(=O)[C@H]2[C@@H](C3CC3)N3C(=O)CN(CCO)C(=O)[C@@]3(Cc3ccccc3)[C@H]2C1=O
    13.0, 6.3, -2.2, -3.3, -1.4, 0.4, 8.8, 3.2, -0.7
COc1ccc(-c2[nH]ncc2CNCCCSC)cc1F
    3.8, 0.4, 1.3, 9.3, 0.6, 8.6, 5.8, 5.5, 7.3
CCOC(=O)c1cc2c(=O)n3ccccc3nc2n(Cc2ccco2)c1=NC(=O)c1ccc(OC)cc1
    -12.2, -3.1, -6.2, 14.6, -3.4, -6.7, 2.6, -4.9, 0.0
Cc1ccc(NS(=O)(=O)c2ccc(CCC(=O)O)cc2)cc1
    2.6, 10.3, 7.1, 10.9, -4.5, 0.6, 2.2, 3.6, -3.5
CCN(CC)C1=NS(=O)(=O)c2cc([N+](=O)[O-])ccc21
    4.5, 2.3, 13.6, 13.4, -3.6, 4.2, 2.0, -12.2, 5.0
CN1CCN(CC(=O)Nc2nc(-c3ccccc3)cs2)CC1
    -18.7, -3.3, -3.4, -8.8, -1.5, -0.2, -4.2, 9.4, -2.3
COCCNc1nc2c(S(=O)(=O)c3cc(C)ccc3C)nnn2c2ccccc12
    7.9, -9.5, -3.5, -4.3, -2.4, 3.2, -0.3, 15.1, -3.1
COc1ccc(OCCC(=O)OCC(=O)NCc2ccco2)cc1
    -6.8, 3.7, 0.8, -0.5, 4.1, -2.5, 4.4, 4.9, -4.8

Some entries already given, limited to PAD4 FP inh, GSTO1 inh and PREPL inhibitor:
SMILES | PAD4 FP inh | GSTO1 inh | PREPL inhibitor
CCCCSC1=C(C#N)C(c2ccccc2C)C(C(=O)OCC)C(=O)N1 (stereo not drawn) | -0.7 | 3.6 | 2.7
COc1ccc(-c2[nH]ncc2CNCCCSC)cc1F | 0.6 | 1.3 | 9.3

Next compounds follow:
Every second line gives: EBNA-1 inh, PAFAH2 FP inh, GSTO1 inh, PREPL inhibitor, PAD4 FP inh, LYPLA2 counter, PAFAH1B3 FP inh, ZTA counter, LYPLA1 inh
C=C1CCN([C@H](C(=O)OCc2cccc(C)c2)C(C)C)S(=O)(=O)c2ccccc21
    11.3, -0.4, -0.7, 8.2, -1.5, 0.9, -1.5, -2.0, -0.4
C=CCNc1nc(N)c([N+](=O)[O-])c(NCCO)n1
    5.9, 1.4, 2.1, -1.7, -6.5, -0.4, 3.8, 5.1, 3.4
COC(=O)c1[nH]c2cc(OC)c(OC)cc2c1NC(=O)Oc1ccccc1
    -3.7, 0.4, 7.3, 9.6, -1.3, -0.1, 4.4, -24.0, -1.2
Cc1cc(-c2nn(-c3ccccc3F)cc2CN2CCCC(O)C2)c(C)s1 (stereo not drawn)
    -4.2, 1.9, -1.9, -17.6, 0.3, 0.1, -4.7, 18.8, -2.6
CCCc1cc(C(=O)OC)c2ccccc2n1
    8.7, -10.8, 0.9, 14.9, 0.3, -5.3, 3.2, -4.2, 0.1
Cc1ccccc1C(=O)c1cccn1CC(=O)NCc1ccc(Cl)cc1
    -15.6, 5.7, 4.4, -10.1, -3.4, -5.1, 10.1, -4.8, -2.5
O=C(NNC(=O)c1ccccc1[N+](=O)[O-])c1csc(N2CCOCC2)n1
    -4.7, -0.6, 3.8, 0.8, -1.5, 2.2, 7.6, 3.6, 4.0
Clc1ccc(N2N=C(c3cccs3)CC2c2ccco2)cc1 (stereo not drawn)
    1.4, 2.9, 2.2, 0.9, 0.1, 1.7, 7.4, 1.2, -4.8
Cc1ccc(NC2=NC(c3ccccc3)n3c(nc(C)cc3=O)N2)cc1 (stereo not drawn)
    -19.0, -3.1, -4.6, -1.4, -2.5, 1.3, 14.2, -21.8, 1.6
O=C(COC(=O)c1ccc(Br)o1)NCCCc1ccccc1
    10.0, 5.9, 3.5, -8.3, 3.9, 6.1, 9.9, -6.2, 5.0
COc1cc2nc(-c3ccccc3C)oc(=O)c2cc1OC
    8.6, 5.8, -7.7, 8.8, 0.8, -3.6, 10.0, -2.1, -5.2
